Mdm2 MdmX PPI = inhibitors of human Mdm2-MdmX association, primary screen, cell-based, luminescence, split luciferase, SaOS-2, uHTS; SaOS-2 split-luciferase Mdm2/MdmX complementation; inhibition, % at 8 µM; Protein Mdm4 (Homo sapiens) + E3 ubiquitin-protein ligase Mdm2 (Homo sapiens), …; AID 485346, 2010; 330,000 compounds, 3% hits;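 active = inhibition of at least 50% at 8 µM in the primary screen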
Target sequence (O15151 whole entry, looked up): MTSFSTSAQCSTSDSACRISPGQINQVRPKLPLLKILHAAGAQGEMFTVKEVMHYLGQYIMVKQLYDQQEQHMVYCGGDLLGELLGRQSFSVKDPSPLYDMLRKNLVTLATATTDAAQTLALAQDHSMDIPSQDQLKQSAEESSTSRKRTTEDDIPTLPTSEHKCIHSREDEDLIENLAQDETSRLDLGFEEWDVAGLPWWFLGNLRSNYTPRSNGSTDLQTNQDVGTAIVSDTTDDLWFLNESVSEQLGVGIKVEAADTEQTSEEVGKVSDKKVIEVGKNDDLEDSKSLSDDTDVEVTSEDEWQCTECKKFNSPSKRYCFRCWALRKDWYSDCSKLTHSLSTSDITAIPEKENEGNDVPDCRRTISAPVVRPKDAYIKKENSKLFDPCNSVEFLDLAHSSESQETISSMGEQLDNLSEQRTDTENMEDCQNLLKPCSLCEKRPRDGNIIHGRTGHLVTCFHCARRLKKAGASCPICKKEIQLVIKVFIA
Target sequence (Q00987 whole entry, looked up): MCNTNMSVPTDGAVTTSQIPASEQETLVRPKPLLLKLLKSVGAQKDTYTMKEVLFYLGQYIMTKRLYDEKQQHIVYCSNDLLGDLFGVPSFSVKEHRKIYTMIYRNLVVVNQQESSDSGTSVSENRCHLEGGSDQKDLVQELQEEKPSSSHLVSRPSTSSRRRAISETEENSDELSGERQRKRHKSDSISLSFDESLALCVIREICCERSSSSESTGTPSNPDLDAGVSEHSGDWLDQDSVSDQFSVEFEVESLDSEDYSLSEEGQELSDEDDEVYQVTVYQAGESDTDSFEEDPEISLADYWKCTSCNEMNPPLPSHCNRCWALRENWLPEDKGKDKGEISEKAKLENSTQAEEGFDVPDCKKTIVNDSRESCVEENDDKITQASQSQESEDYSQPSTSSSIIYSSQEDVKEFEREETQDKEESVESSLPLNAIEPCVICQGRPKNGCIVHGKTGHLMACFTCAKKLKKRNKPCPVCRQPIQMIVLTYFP
CXCR6 block = CXCR6 receptor inhibitors, primary screen, cell-based, beta-arrestin, luminescence, CHO-K1 PathHunter, 1536-well; C-X-C chemokine receptor type 6 (Homo sapiens), O00574; inhibition, % at 20 µM; 360,000 compounds, 0.36% hits; in the data active = inhibition above about 34%, passing the limit was not always enough;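 note: antagonist mode with CXCL16 agonist at 10 nM final; 0% = 10 nM CXCL16 with DMSO and 100% = unstimulated wells without agonist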
UPR XBP1 act = activators of adaptive XBP1 UPR arm, primary screen, cell-based, CHO-XBP1 luciferase reporter, luminescence, uHTS. AID 463104, 2010. 330,000 compounds, 0.33% hits. activation, % at 20 µM. IRE1-XBP1 UPR activation; percent of tunicamycin response, DMSO as zero;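 active = versus positive control, 20 µM dose yields 30% or more activation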;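 note: 100% = tunicamycin at 10 µg/mL and 0% = DMSO only wells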
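Material: IRE1-XBP1 luciferase reporter CHO line / Quantity: one thousand reporter cells per well / Buffer or medium: F12 with 10% serum / Compound: 20 µM single concentration, DMSO 1% / Times: 6 h treatment, 37 °C / Detection: Steady-Glo luciferase glow luminescence, 10 min after reagent addition / Benchmarks: tunicamycin high, DMSO low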
Jurkat NFkB inh = inhibitors of induced NF-kB luciferase reporter, primary screen, TCR NF-kB activation inhibitor project, cell-based, luminescence, uHTS; inhibition, % at 4 µM; Jurkat, PMA/ionomycin-induced NF-kB luciferase reporter; AID 435003, 2010; 330,000 compounds, 0.53% hits; in the data active = inhibition above about 50%
CCR6 antag = CCR6 receptor antagonists, primary screen, cell-based, CHO-K1, luminescence, beta-arrestin, uHTS; 340,000 compounds, 0.49% hits; CHO-K1 CCR6 PathHunter beta-arrestin, CCL20-stimulated; inhibition, % at 20 µM;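 active = compounds whose inhibition of the agonist-driven luminescence signal at 20 µM reaches about 50%, limit read from the data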;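 note: cells stimulated with CCL20 at 14 nM final; plate controls were DMSO with CCL20 for no effect and DMSO without agonist for full effect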
EBI2 block = EBI2 receptor antagonists, beta-arrestin recruitment, primary screen, cell-based, luminescence, 7a,25-OHC stimulation, uHTS; G-protein coupled receptor 183 (Homo sapiens), P32249; 7a,25-OHC stimulated; inhibition, % at 5 µM; 360,000 compounds, 0.81% hits; in the data active = inhibition above about 38%;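 note: enzyme fragment complementation signal reports receptor beta-arrestin coupling in cells; 0% = agonist plus DMSO wells and 100% = wells without agonist; some results beyond the cut were filed as inactive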
UPR CHOP act = activators of apoptotic CHOP UPR arm, primary screen, cell-based, CHO-CHOP luciferase reporter, luminescence, uHTS. UPR activation; percent of tunicamycin response over DMSO baseline. activation, % at 10 µM. 330,000 compounds, 0.34% hits. AID 449763, 2010;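 active = at 10 µM dose, activation of 40% or more, normalized to positive control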;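 note: 100% = tunicamycin at 10 µg/mL and 0% = DMSO alone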
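System: CHO-CHOP luciferase reporter cell line | Buffer or medium: F12 medium containing 10% fetal bovine serum | Doses: One dose, 10 µM in 0.5% DMSO | Times: 6 h compound exposure at 37 °C after overnight seeding | Signal: Luciferase luminescence | Read-out: % activation vs tunicamycin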
697 NFkB inh = inhibitors of PMA/ionomycin-induced NF-kB reporter, 697 cells, primary screen, B-cell NF-kB inhibitor project, cell-based, luminescence, uHTS; 330,000 compounds, 0.33% hits; 697 B-cell NF-kB luciferase reporter, 16 h; inhibition, % at 4 µM; AID 435022, 2010; in the data active = inhibition above about 35%
Gli-Sufu antag = Gli-Sufu pathway antagonists, primary screen, luciferase luminescence, Sufu-KO-LIGHT cells, uHTS | Sufu-KO-LIGHT fibroblasts, Gli luciferase reporter luminescence | inhibition, % at 5 µM | 340,000 compounds, 0.74% hits | AID 588413, 2011;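 active = inhibition above about 55%, limit read from the data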;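 note: 0% = DMSO-treated cells and 100% = wells with medium but no cells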
Starred values were filed as active, the others as inactive; nt = not tested or not shown.

SMILES	Mdm2 MdmX PPI	CXCR6 block	UPR XBP1 act	Jurkat NFkB inh	CCR6 antag	EBI2 block	UPR CHOP act	697 NFkB inh	Gli-Sufu antag
COc1ccc(-c2sc3ccc(-c4ccc5c(c4)OCO5)cc3c2-c2ccc(OC)nc2)cc1	-10	14	-2	5	7	15	1.0	21	3
C=C1c2nc3ccccc3n2C=C(c2ccc(C)cc2)N1c1ccccc1	nt	-7	nt	nt	16	-14	nt	nt	3
CCc1nn(CCCC(=O)NCc2ccccc2C)c(=O)c2cc3occc3n12	11	-1	-2	-15	23	5	-1.5	3	23
O=C(O)c1ccc(Cn2cnc3c(=O)[nH]cnc32)cc1	nt	-3	nt	nt	7	-8	nt	nt	4
O=C1CCC(C(=O)N2CCCCO2)CN1Cc1cccc(C(F)(F)F)c1 (stereo not drawn)	3	-8	-3	5	24	5	2.4	-10	4
CCOC(=O)c1c(NC(C)=O)sc2c1CCC(C=O)=C2Sc1ccccc1	24	29	64*	-16	38	4	294*	-31	1
CC(C)C(O)C1CCN(Cc2nc(Cc3ccccc3Cl)no2)CC1 (stereo not drawn)	-9	6	2	-6	0	-5	-0.4	-3	-8
COc1ccc(C)cc1S(=O)(=O)NC(C)c1cnn(-c2ccccn2)c1C (stereo not drawn)	-5	-7	1	-21	-19	10	1.4	-6	2
Cc1cc(NC(=O)COC(=O)c2nccnc2N)n(-c2ccccc2)n1	29	-1	-1	-39	-4	11	0.4	-39	-14
O=C(CN1CCN(S(=O)(=O)c2cccc(Cl)c2)CC1)N1CCCCC1	19	2	1	-4	7	-10	-0.6	26	1
CSc1cccc(NC(=S)N2CCCN(Cc3ccc(F)cc3)C2)c1	-11	-7	-4	-9	7	14	1.2	-1	22
COc1ccc2nc(NC(=O)CSCc3c(C)noc3C)sc2c1	-3	-1	-3	-16	9	-2	2.9	9	-10
COc1cc(C(=O)Oc2cccc(/C=N/NC(=O)c3cc(C)[nH]n3)c2)cc(OC)c1OC	-25	1	-4	-33	1	-4	1.4	3	6
COc1cc2c(C#CCCCO)c(-c3ccc(C#N)cc3)oc(=O)c2cc1OC	10	2	-4	-2	6	7	2.1	-1	26
Cc1cc(C(=O)CSc2nnc(-c3ccc(F)cc3)o2)c(C)n1CC1COc2ccccc2O1 (stereo not drawn)	62*	9	-1	14	11	11	-2.6	3	8
COc1ccc(-c2nc3n(n2)C(c2ccncc2)C(C(N)=O)=C(C)N3)cc1 (stereo not drawn)	-14	-1	-1	1	4	-8	1.4	11	12
CCOC(=O)c1sc(C)c2c(=O)n(CCc3ccccc3)nnc12	-18	4	-4	3	8	1	2.6	7	0
CCC1CCCCN1CCCNC(=O)c1ccc(/C=C2/Sc3ccccc3NC2=O)cc1 (stereo not drawn)	86*	1	2	-27	30	-1	4.8	-68	-6
O=C(COC(=O)/C=C/c1cnc2ccccc2n1)NCC(F)(F)F	-3	0	1	4	10	0	-0.3	5	8
O=C(Nc1ccc(S(=O)(=O)N2CCCCC2)cc1)c1ccc(=O)[nH]c1	14	4	-1	8	-4	1	-0.4	10	-4
Cc1nc(-c2ccc(S(=O)(=O)Nc3ccc(Br)cc3F)cc2)co1	27	-2	-5	15	8	3	-1.0	-11	-3
CC1=NN(C(=O)c2cccnc2)C(O)(C(F)(F)F)C1 (stereo not drawn)	9	0	1	5	14	-9	3.6	3	4
COc1cc(NS(=O)(=O)c2ccc(C)cc2)c2ncccc2c1	89*	38	-4	100*	41	75*	111*	-5	88*
CCCCn1c(CN2CCN(C(=O)OCC)CC2)nc2c1c(=O)[nH]c(=O)n2C	-10	0	0	14	8	6	0.9	6	0
O=C(N/N=C/c1coc2ccccc2c1=O)c1cc2ccccc2o1	26	-6	1	15	5	-2	-1.1	-2	-3
COCCn1c(-c2ccc(-c3ccc([N+](=O)[O-])cc3Br)o2)nc2c1c(=O)[nH]c(=O)n2CC(C)C	18	5	-2	-10	4	5	-0.9	3	4
COc1cc(/C=C2/SC(=S)N(Cc3ccccc3)C2=O)cc(Cl)c1O	nt	37	nt	nt	47	9	nt	nt	18
COC(=O)c1[nH]c2ccccc2c1NC(=O)CN1CCN(C/C=C/c2ccccc2)CC1	20	-8	-3	11	11	22	-1.9	-41	15
CCN(CC)c1ccc2cc(-c3nnc(-c4ccccc4)o3)c(=O)oc2c1	-37	-10	-4	-64	-23	14	6.4	-133	-80
COc1ccc(S(=O)(=O)NNC(=O)C2CC(c3cccnc3)=NO2)cc1 (stereo not drawn)	-40	-7	-2	-3	-16	-16	0.2	-10	-3
COCCCNC(=O)Cn1nnc(-c2ccc(NC(=O)c3ccccc3F)cc2)n1	15	6	4	-33	-14	-2	4.0	-35	-34
O=C(CCCn1c(=S)[nH]c2ccccc2c1=O)NC1CCCCC1	16	-1	-1	-14	-23	-8	0.1	-25	-18
COc1ccc(NCC(=O)N/N=C2\CCc3ccccc32)cc1	-25	5	1	-24	-6	0	-3.1	-30	-8
CCCCCCCCn1cnc2c(N)c(C)c(C)cc21	29	5	2	75*	28	25	7.0	21	44
Cc1c(C(=O)NN)nn(-c2ccc(Cl)cc2)c(=O)c1C#N	-2	8	-3	5	-1	-8	-7.6	26	-5
CC1=C(C#N)c2nc(N)c(C#N)c(C)c2/C1=C\c1ccc(-c2ccccc2C(=O)O)o1	nt	32	nt	nt	32	-2	nt	nt	9
Cc1ccc(C(=O)N[C@H](C(=O)Nc2cc(Cl)cc(Cl)c2)C(C)C)cc1	5	-7	-1	17	-13	-11	4.7	-1	-11
COCCNC(=O)c1cc(-c2cccc(OC)c2)on1	-84	-1	-2	-58	-9	-7	3.7	-22	-42
CC(OC(=O)CNC(=O)c1ccc(Cl)c([N+](=O)[O-])c1)C(=O)NCc1ccco1 (stereo not drawn)	27	-3	3	13	11	-1	1.0	6	-5
COc1ccc(-n2c(=S)[nH]c3ccccc3c2=S)cc1	23	6	-4	-8	22	-9	-2.0	-1	-5
Cc1nn2c(NCCN(C)C)c3c(nc2c1-c1ccccc1)CCC3	1	2	0	9	6	-4	1.2	7	13
Cc1ccccc1NC(=O)/C(=C\c1cccs1)NC(=O)c1ccco1	7	3	-2	1	-11	-7	0.4	11	3
CCOC(=O)c1ccc(NC(=O)CCC(=O)OC)cc1	-2	-3	-2	-13	8	-7	-0.1	-25	-8
Cc1nn(CCCC(=O)NCc2ccccc2)c(=O)c2nccn12	7	3	-3	-10	16	-5	-0.2	-23	4
CCSc1cc(C)nc2c(-c3ccc(Cl)cc3)c(C)nn12	10	1	8	-10	-6	7	-1.0	-12	-3
NC(=NC(=O)c1ccc(Cl)cc1)N1N=CCC1c1ccccc1 (stereo not drawn)	-16	-5	2	-20	17	2	-1.2	10	8
CCCCNC(=O)C(=O)N/N=C/c1ccc(C(=O)OC)cc1	-8	0	-3	2	9	2	-1.2	11	-10
Cc1cc2ccccc2n1CCNC(=O)C(C)C	28	4	-2	1	5	-3	5.4	-4	10
O=C(NCc1ccccc1)C1=C[C@@H](c2ccc(Br)cc2)C[C@@H](OCc2ccc(CO)cc2)O1	-23	12	-3	8	11	28	-0.1	-7	5
Cc1ccc(C(C)C)c(OCCNC(=O)c2ccccc2O)c1	0	-12	-4	0	9	8	1.2	-47	-7
COc1ccc(CCNC(=O)c2c(N)no[n+]2[O-])cc1OC	14	-6	0	3	-2	-6	2.1	16	-21
O=C(Nc1ccccn1)Nc1ccccc1Cl	-33	0	5	-52	4	8	4.5	-73	23
COc1ccccc1-n1c(C)nc2cc(C(=O)NCc3ccc4c(c3)OCO4)ccc21	-14	-5	-1	12	19	0	-0.1	15	-2
Cc1cc(=O)n2[nH]c(SCc3ccc(Cl)cc3)nc2n1	16	1	-1	8	0	1	1.5	10	5
Nc1cc(=O)[nH]c(SCC(=O)NC2CCCCCCC2)n1	13	0	-3	-5	5	1	-1.5	-5	-24
O=C(Nc1cccc(O)c1)c1cccc(S(=O)(=O)N2CCCCCC2)c1	-16	8	5	-48	3	2	3.9	-15	-1
CCCCN1CC(=O)N2[C@H](c3ccc(Cl)cc3)[C@@H]3C(=O)N(CC)C(=O)[C@@H]3[C@]2(Cc2ccccc2)C1=O	0	-6	3	16	9	-5	1.2	17	20
O=C(COC(=O)c1c(F)cccc1F)Nc1ccc(N2CCCCC2)cc1	15	2	3	-7	4	-18	0.7	14	-4
COCCCNC(=O)C1CCN(C(=O)c2cc3sccc3n2Cc2ccc(F)cc2)CC1	-2	7	-1	10	-11	1	1.0	-16	12
Cc1csc(SCC(=O)Nc2cc(S(=O)(=O)N3CCOCC3)ccc2N2CCOCC2)n1	-27	3	1	3	7	-10	0.9	13	8

A run of entries taken from the entries so far, as a working copy:
SMILES	Mdm2 MdmX PPI	CXCR6 block	UPR XBP1 act	Jurkat NFkB inh	CCR6 antag	EBI2 block	UPR CHOP act	697 NFkB inh	Gli-Sufu antag
Cc1nn2c(NCCN(C)C)c3c(nc2c1-c1ccccc1)CCC3	1	2	0	9	6	-4	1.2	7	13
Cc1ccccc1NC(=O)/C(=C\c1cccs1)NC(=O)c1ccco1	7	3	-2	1	-11	-7	0.4	11	3
CCOC(=O)c1ccc(NC(=O)CCC(=O)OC)cc1	-2	-3	-2	-13	8	-7	-0.1	-25	-8
Cc1nn(CCCC(=O)NCc2ccccc2)c(=O)c2nccn12	7	3	-3	-10	16	-5	-0.2	-23	4
CCSc1cc(C)nc2c(-c3ccc(Cl)cc3)c(C)nn12	10	1	8	-10	-6	7	-1.0	-12	-3

(next part)
SMILES	Mdm2 MdmX PPI	CXCR6 block	UPR XBP1 act	Jurkat NFkB inh	CCR6 antag	EBI2 block	UPR CHOP act	697 NFkB inh	Gli-Sufu antag
CC(C)CC(=O)Nc1nnc(CSCc2ccc(F)cc2)s1	-1	-1	1	7	11	-1	-1.0	-2	3
Cc1ccc(S(=O)(=O)Nc2ccc3c(c2)C(=O)N([C@H](C)CO)C[C@H](C)[C@@H](CN(C)Cc2ccccc2)O3)cc1	-5	9	0	-7	6	-1	-1.5	17	-5
Cc1onc(-c2ccccc2)c1-c1csc(N/N=C/c2ccccc2Cl)n1	-4	7	-1	2	-10	-5	1.4	-8	1
Cc1cccc(NC(=O)Nc2ccc(S(N)(=O)=O)cc2)c1	1	-11	1	-1	-15	6	0.0	9	-1
CCNC(=O)C1CC(=O)N(c2ccc(Br)cc2)C1 (stereo not drawn)	9	5	4	-3	7	1	1.6	3	4
Cc1nc2ccccc2nc1CN1CCN(Cc2ccc(F)c(F)c2)C(CCO)C1 (stereo not drawn)	-10	1	-1	-3	8	-13	-1.8	-2	-2
Cc1ccsc1CNC1CCCCC1	-5	0	-3	-11	13	1	1.0	-10	7
O=C(N/N=C/c1ccc(Cl)cc1)c1nc2ccc([N+](=O)[O-])cc2c(=O)[nH]1	7	17	0	15	17	2	0.1	3	-10
